Screening data: PubChem, Sanford-Burnham Center for Chemical Genomics
tim23-1 inh: inhibits growth of tim23-1 mutant yeast; S. cerevisiae tim23-1 growth, BacTiter-Glo luminescence, 24 h; inhibition, % at 20 µM; 1.3% of 330,000 active; AID 463212;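 active = growth inhibition of the mutant yeast at or above 50%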;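 also: temperature-sensitive mutant grown at 25 °C; plate controls were DMSO-treated mutant yeast for no effect and medium wells lacking yeast for full effect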
NLRP3 yeast inh: blocks the NALP3 inflammasome reconstituted in yeast. Yeast reconstituted NLRP3/ASC/caspase-1, beta-gal luminescence, 24 h. 0.39% of 330,000 active. inhibition, % at 10 µM;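 active = inhibition of 50% or more; inactive = inhibition below 50%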;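 also: plate controls were induced DMSO wells for no effect and uninduced yeast grown without galactose for full effect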
tim10-1 inh: inhibits growth of tim10-1 mutant yeast; S. cerevisiae tim10-1 ts strain growth, BacTiter-Glo, 24 h; inhibition, % at 20 µM; 2.2% of 330,000 active; AID 463190;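 active = inhibition of at least 40%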;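 also: mutant grown at 25 °C; 0% = DMSO wells with yeast and 100% = wells holding no yeast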
TIM10 inh: TIM10 yeast growth inhibition. S. cerevisiae TIM10 strain growth, BacTiter-Glo luminescence, 24 h. inhibition, % at 10 µM. 1.4% of 330,000 active;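 active = inhibition of 40% or more at the single tested concentration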;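 also: wild-type TIM10 isogenic control strain grown at permissive 25 °C; 0% = DMSO yeast wells and 100% = minimal medium wells without yeast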
Mdm2-MdmX inh: human Mdm2/MdmX binding inhibition; O15151+Q00987; SaOS-2 split-luciferase Mdm2/MdmX complementation, luminescence; inhibition, % at 8 µM; 3% of 330,000 active; AID 485346;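 active = inhibition of at least 50% at 8 µM in the primary screen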
APJ agonist: agonists of human APJ apelin receptor | activation, % at 20 µM | 0.11% of 330,000 active | P35414 | CHO-K1 APJ PathHunter beta-arrestin, luminescence; 0% DMSO wells, 100% apelin;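 active = activation more than six SD over the plate average, tested at 20 µM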;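 also: 0% = DMSO alone and 100% = apelin-13 at 10 nM; some results filed as inactive read as strong as hits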
Target sequence (P35414 whole entry, looked up): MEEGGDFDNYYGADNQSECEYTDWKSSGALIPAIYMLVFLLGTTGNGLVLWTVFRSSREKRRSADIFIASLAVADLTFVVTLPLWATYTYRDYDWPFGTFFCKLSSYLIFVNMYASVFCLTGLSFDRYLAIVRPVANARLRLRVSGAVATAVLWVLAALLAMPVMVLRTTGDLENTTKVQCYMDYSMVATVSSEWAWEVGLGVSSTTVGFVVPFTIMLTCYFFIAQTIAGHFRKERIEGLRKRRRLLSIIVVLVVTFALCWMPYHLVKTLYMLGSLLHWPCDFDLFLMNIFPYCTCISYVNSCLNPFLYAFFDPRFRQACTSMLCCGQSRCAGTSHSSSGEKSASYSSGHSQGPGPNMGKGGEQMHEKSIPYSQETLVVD
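Material: CHO-K1 APJ beta-arrestin complementation cell line; Input: cell density 1000 per well; Incubation: compound stimulation 90 min at 25 °C, detection 60 min; Signal: luminescence from split beta-galactosidase complementation, Galacton Star/Emerald II substrate; Controls: DMSO-only wells as negative, 10 nM Apelin-13 as positive control.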
NR3A LBD binder: modulators (binders) of human NR3A ligand-binding domain. NR3A LBD differential scanning fluorimetry, Tm shift; 0% = protein alone, 100% = glycine-bound protein. Tm shift relative to glycine control, % at 25 µM. AID 1259313. 2.5% of 340,000 active;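 active = melting temperature shift of at least 10% of the positive control shift, at one fixed dose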
UPR XBP1 act: adaptive UPR (XBP1) activation; 0.33% of 330,000 active; activation, % at 20 µM; CHO-XBP1 luciferase reporter, IRE1-XBP1 UPR activation, luminescence; percent of tunicamycin response, DMSO as zero;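 active = versus positive control, 20 µM dose yields 30% or more activation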;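 also: 100% = tunicamycin at 10 µg/mL and 0% = DMSO only wells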
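incubation = overnight seeding at 37 °C, 6 h compound treatment at 37 °C | assay system = CHO-XBP1 cells stably carrying IRE1-XBP1-driven luciferase reporter | input = 1000 cells per well | detection = luciferase luminescence | dosing = single point, 20 µM final compound, 1% DMSO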
UPR CHOP act: apoptotic UPR (CHOP) activation; CHO-CHOP luciferase reporter, luminescence; percent of tunicamycin response over DMSO baseline; activation, % at 10 µM; 0.34% of 330,000 active; AID 449763;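 active = at 10 µM dose, activation of 40% or more, normalized to positive control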;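 also: 100% = tunicamycin at 10 µg/mL and 0% = DMSO alone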
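Dosing – one dose, 10 µM in 0.5% DMSO · System – CHO-CHOP cells, stable luciferase reporter of PERK-eIF2a-CHOP signalling · Input – 500 cells/well · Control set – tunicamycin 10 µg/mL final as positive, DMSO-only wells as negative · Timing – 6 h compound treatment, 37 °C · Measure – % activation vs tunicamycin · Technique – luminescence read with Steady-Glo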
* marks the source's active call; other numbers are inactive results.

Values run as follows: tim23-1 inh, NLRP3 yeast inh, tim10-1 inh, TIM10 inh, Mdm2-MdmX inh, APJ agonist, NR3A LBD binder, UPR XBP1 act, UPR CHOP act
> COc1ccc(/C=N\NC(=O)c2cc3c(ccc4ccccc43)o2)cc1O
    45, 14, 36, 39, 42, 29, 25*, -1, 2.0
> COc1ccccc1C(=O)NCCC(=O)NCc1cccs1
    -3, -6, -10, 3, 20, -4, 1, -2, -0.8
> COc1ccc(/C=N/n2c(C)nc3ccccc3c2=O)cc1
    -14, 14, 0, -15, 4, 1, 1, 1, 3.7
> COc1ccc(OC)c(S(=O)(=O)NCCS(=O)(=O)N2CCN(c3ccccc3)CC2)c1
    14, 13, 15, 1, 9, 0, 2, -4, -0.2
> CCC(=O)Nc1ccc(NC(=O)c2ccc3c(c2)OCO3)cc1
    -3, 12, -6, 4, -14, 0, -2, 4, 2.4
> c1ccc(-n2nnc3cnccc32)cc1
    -3, 9, -1, 8, 2, -3, 4, 2, -0.1
> Cc1ccc(SCCC(=O)NCC2CCCO2)cc1 (centres undefined)
    -7, 1, 15, -19, -28, -2, -1, -1, 0.1
> CCOC(=O)c1cccc(NC2c3ccccc3C(=O)N2Cc2ccco2)c1 (centres undefined)
    34, 20, 22, 10, 41, -3, -3, -1, -1.5
> O=C(CSc1nnc(CNc2ccc(F)cc2)n1-c1ccccc1)N1CCOCC1
    -12, 4, 5, 0, 22, -4, 1, -6, -0.7
> Cc1ccc(Cl)cc1NC(=O)C1CCCN(S(C)(=O)=O)C1 (centres undefined)
    -1, 7, -1, 10, 11, -1, 3, -4, 0.1
> O=C(NCCCNC(=O)c1cccnc1)c1ccc(Cl)cc1
    2, 8, -11, -34, -19, -1, -6, 7, -1.4
> Cn1c(=O)c2nc3ccccc3nc2n(C)c1=O
    -4, 10, 5, -4, 11, -2, -2, 0, 0.8
> COc1ccc(N2CCN(C(=O)CCCC(=O)c3ccccc3)CC2)cc1
    22, 15, 17, 5, -3, -3, -1, -2, -0.8
> Cc1cc(C)nc(NC(=O)CSc2nn(C)c(=S)s2)n1
    15, 4, 0, -12, 7, 2, -3, -1, 0.3
> O=C(Oc1cc2oc(=O)c3c(c2cc1Cl)CCCC3)c1cccs1
    31, 25, 43*, 23, -9, -5, 0, 5, -1.1

(next part)
Values run as follows: tim23-1 inh, NLRP3 yeast inh, tim10-1 inh, TIM10 inh, Mdm2-MdmX inh, APJ agonist, NR3A LBD binder, UPR XBP1 act, UPR CHOP act
> CSc1ccc(C(=O)C2CCCN(C(=O)c3cccc(N4CCOCC4)c3)C2)cc1 (centres undefined)
    8, 18, -2, 3, 19, -4, -1, 2, 1.3
> COc1ccc(/C=C/C(=O)c2ccc(C)c([N+](=O)[O-])c2)cc1O
    41, 38, 19, 8, 36, -2, 3, -3, 3.5
> COc1cccc(OC)c1C(=O)Nc1ccc(S(=O)(=O)Nc2ncccn2)cc1
    11, 2, 16, 11, -2, 0, 2, -4, 5.4
> COC(=O)c1c(NC(=O)CN2CCC3(O)CCCCC3C2c2ccc(OC)cc2OC)sc(C)c1C (centres undefined)
    31, 11, 31, 30, 40, 0, -2, -1, 0.9
> CCCOc1ccc(NC(N)=O)cc1OCCC
    1, 7, 5, 2, 0, -3, -3, 2, -0.2
> O=C(c1ccc(F)cc1F)N(Cc1ccccn1)Cc1ccco1
    10, 4, 24, 14, -14, -5, 0, 2, 0.4
> CO/N=C/c1ccc(Oc2ccc([N+](=O)[O-])cc2[N+](=O)[O-])c(OC)c1
    41, 23, 44*, 7, 46, 1, -5, -1, 0.4
> Cc1[nH]c2ccccc2c1SCc1nnc(SCc2ccccc2)n1C
    27, 21, 26, 26, 24, -5, -2, 0, 0.3
> CCOC(=O)C1CCCN(Cc2cn[nH]c2-c2ccc(F)cc2F)C1 (centres undefined)
    11, 8, 6, -12, 5, -5, -5, -2, 0.7
> CC1=C(C)CC(C(=O)Nc2cccc(Cl)c2)C(C(=O)O)C1 (centres undefined)
    8, -7, 7, 14, 12, -1, -1, 0, 0.6
> O=C1C=C(O)c2cccc3cccc1c23
    10, -2, -18, -10, 3, -5, 1, -3, 1.1
> COc1cc(NC(=O)CCC2CCCC2)cc(-n2cnnn2)c1
    8, -1, 31, -2, 21, -3, -5, -1, -0.2
> COC(=O)c1sccc1NC(=O)Nc1ccc(OC)c(OC)c1
    -3, 17, 2, 11, 8, -6, -22, 1, 4.9
> O=C(COC(=O)c1ccc(Br)o1)Nc1cccc(S(=O)(=O)N2CCOCC2)c1
    14, -5, 14, 3, 0, -1, 3, -2, 1.1
> O=C(CCC1CCCCC1)NCCN1CCOCC1
    4, 12, -8, -2, 12, -1, -1, 0, 0.4

The listing continues:
Values run as follows: tim23-1 inh, NLRP3 yeast inh, tim10-1 inh, TIM10 inh, Mdm2-MdmX inh, APJ agonist, NR3A LBD binder, UPR XBP1 act, UPR CHOP act
> CSc1sc(C(=O)O)c2c1C(=O)CCC2
    -5, 16, 4, 6, 12, -1, -2, -3, 0.0
> CCN(C(=O)c1ccccc1Cl)c1ccccc1
    19, 8, 10, 18, -5, 5, 0, 1, -0.3
> CCOC(=O)/C(C#N)=C\N(C)C
    -1, 4, 5, 8, -10, -2, 0, 0, -1.2
> COCCNc1nnc(SCC(=O)NC(=O)c2ccccc2OC)s1
    7, 13, 3, 5, 23, 3, -2, -5, 1.2
> O=C(NNC1=NS(=O)(=O)c2ccccc21)c1ccc([N+](=O)[O-])cc1
    8, 13, 12, 3, 25, 1, 3, 2, -1.3
> CCN(CCCNC(=O)CNC(=O)c1nn(-c2ccc(OC)c(OC)c2)c(=O)c2ccccc12)c1ccccc1
    9, 6, 7, 5, -6, -1, -1, 0, 0.4
> CSc1nc(/C=C2\C=Nc3ccccc32)c(O)n1C
    24, 30, 4, -4, 3, -3, 0, 1, 1.6
> COc1ccc(NC(=O)CN2CCN(c3c(C)cc(C)cc3C)CC2)cc1
    37, 33, 36, 13, 1, -4, -1, -4, 0.7
> Cc1nc(-c2ccccc2)sc1C(=O)O
    15, 7, 5, -5, -8, -1, -1, 0, 0.1
> CCOCCCNC(=O)C(c1ccccc1)N(Cc1ccc2c(c1)OCO2)C(=O)c1ccccc1O (centres undefined)
    15, 8, 18, 17, 1, -3, 0, -1, 0.5
> Cc1c(CNCC(C)c2ccccc2)c(C(=O)O)c(C)n1Cc1ccccc1 (centres undefined)
    7, 9, 7, 0, 20, -2, -3, -4, -1.0
> CCn1c(-c2cccnc2)n[nH]c1=S
    9, -3, 3, 2, 17, 2, 2, -3, 1.0
> Cc1ccccc1OCC(=O)N(Cc1nc(-c2ccccc2)no1)C(C)C
    26, -4, -21, 16, 2, -7, 1, 2, -0.6
> Cc1nn(C(C)C(=O)NCCCN(Cc2ccccc2)C(C)C)c(=O)c2c1sc1ccccc12 (centres undefined)
    16, 11, 15, 12, 29, -3, 2, -3, 2.3
> CCN1CCN(c2cc(C)c3cc(NC(=O)CCC(=O)N4CCN(c5ccccc5OC)CC4)ccc3n2)CC1
    4, 14, 1, -8, 33, -2, -3, 3, 1.2
> C[C@@]12CCC3[C@@](CCC4[C@@]3(C)CCC[C@@]4(C)C(=O)N3CCCCC3)(CC1=O)C2 (some centres undefined)
    30, 20, 4, 16, -2, -2, 2, -1, 0.8

Of the compounds above, these have four or more nitrogen atoms.
Values run as follows: tim23-1 inh, NLRP3 yeast inh, tim10-1 inh, TIM10 inh, Mdm2-MdmX inh, APJ agonist, NR3A LBD binder, UPR XBP1 act, UPR CHOP act
> c1ccc(-n2nnc3cnccc32)cc1
    -3, 9, -1, 8, 2, -3, 4, 2, -0.1
> O=C(CSc1nnc(CNc2ccc(F)cc2)n1-c1ccccc1)N1CCOCC1
    -12, 4, 5, 0, 22, -4, 1, -6, -0.7
> Cn1c(=O)c2nc3ccccc3nc2n(C)c1=O
    -4, 10, 5, -4, 11, -2, -2, 0, 0.8
> Cc1cc(C)nc(NC(=O)CSc2nn(C)c(=S)s2)n1
    15, 4, 0, -12, 7, 2, -3, -1, 0.3
> COc1cccc(OC)c1C(=O)Nc1ccc(S(=O)(=O)Nc2ncccn2)cc1
    11, 2, 16, 11, -2, 0, 2, -4, 5.4
> Cc1[nH]c2ccccc2c1SCc1nnc(SCc2ccccc2)n1C
    27, 21, 26, 26, 24, -5, -2, 0, 0.3
> COc1cc(NC(=O)CCC2CCCC2)cc(-n2cnnn2)c1
    8, -1, 31, -2, 21, -3, -5, -1, -0.2
> COCCNc1nnc(SCC(=O)NC(=O)c2ccccc2OC)s1
    7, 13, 3, 5, 23, 3, -2, -5, 1.2
> O=C(NNC1=NS(=O)(=O)c2ccccc21)c1ccc([N+](=O)[O-])cc1
    8, 13, 12, 3, 25, 1, 3, 2, -1.3
> CCN(CCCNC(=O)CNC(=O)c1nn(-c2ccc(OC)c(OC)c2)c(=O)c2ccccc12)c1ccccc1
    9, 6, 7, 5, -6, -1, -1, 0, 0.4
> CCn1c(-c2cccnc2)n[nH]c1=S
    9, -3, 3, 2, 17, 2, 2, -3, 1.0
> Cc1nn(C(C)C(=O)NCCCN(Cc2ccccc2)C(C)C)c(=O)c2c1sc1ccccc12 (centres undefined)
    16, 11, 15, 12, 29, -3, 2, -3, 2.3
> CCN1CCN(c2cc(C)c3cc(NC(=O)CCC(=O)N4CCN(c5ccccc5OC)CC4)ccc3n2)CC1
    4, 14, 1, -8, 33, -2, -3, 3, 1.2
